Compound activity (PubChem BioAssay)
KCNH2 3.1 inh – blocks the human KCNH2 3.1 channel isoform | activity change, % (tested at about 1.8 µM) | hit rate 0.95% among 340,000 | AID 720553 | U2OS KCNH2 3.1, thallium flux FluxOr; stronger effect = lower value;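 active = maximum activity change below -70%; inconclusive = maximum activity change from -70% to -50%; inactive = maximum activity change above -50%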;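 also: thallium influx rate constant from kinetic fluorescence after stimulation buffer; % is scaled to controls: 0 for no effect and ±100 for the full control effect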
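Kinetic fluorescence (2 min after stimulation buffer) measures Tl+ influx through KCNH2 3.1 expressed by viral transduction in U2OS cells; the rate constant is normalized against DMSO controls serving as positive and negative references.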
Integrin act MD – integrin-mediated muscular dystrophy alleviation activation; alpha7betagal myoblasts, beta-gal FDG fluorescence, 48 h; Potency, µM (series often up to 38.3 µM), for inactives: top-dose activation, most hits filed as activators; hit rate 0.064% among 350,000;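 also: potency is read from the fitted curve at half-maximal effect; 100% = response of the positive control SU9516; nearly all actives have a fitted effect of over 60% in size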
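Alpha7betagal+/- myoblasts (passage 13) were plated 16-24 hr, then exposed to compounds (1:260 dilution of DMSO stock) for 48 hours at 37C. After MPER lysis, β-galactosidase reporter activity was read as FDG fluorescence (ex 480/em 540) after 30 minutes.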
TRPV1 agonist – activates the human vanilloid receptor TRPV1; hit rate 0.19% among 320,000; AID 540275; TRPV1-expressing cells, Fluo-8 calcium influx, agonist mode; activation, % at 8.33 µM; in the data active = activation above about 80%; inconclusive = between about 30% and that limit; also: 0% is about no effect
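TRPV1-expressing cells were cultured overnight at 35.5C and loaded with Fluo-8 calcium dye for 40 to 90 min at room temperature. After a 10 s baseline, compound was added and calcium influx was read kinetically for 3 min (ex 480/em 520 nm).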
S-ASM inh – inhibitors of human secretory acid sphingomyelinase; P17405; placental ASM, HMU-PC fluorogenic substrate, 60 min; Potency, µM (highest dose often 57.5 µM), for the others: at the highest dose activity change, negative = inhibition, most hits filed as inhibitors; hit rate 0.006% among 340,000; AID 504937; also: potency is read from the fitted curve at half-maximal effect
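qHTS format. ASM enzyme prepared from human placenta hydrolyses the fluorogenic substrate HMU-PC0 (9 uM final) over 60 min at 37 °C after a 10 min compound preincubation.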
MLL CXXC-DNA inh – MLL CXXC-DNA interaction inhibition. Q03164. MLL-CXXC / FITC-HOXA9 DNA fluorescence polarization. Potency, µM (titrated, usually from 115 µM), inactives show top-dose activity change, negative = inhibition, usual class: inhibitors. hit rate 0.037% among 290,000; active = well fitted inhibition curve with a large enough effect in the polarisation, with a control signal flat, not every such curve was filed as active; inconclusive = small, poorly fitted or top-dose-only effect, or effect the other way, or a change in a side signal; inactive = no such curve, though single readings can be large or run the other way; the % refers to the polarisation; also: potency is read from the fitted curve at half-maximal effect
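Purified MLL-CXXC (added from a 7 uM solution) was preincubated 5 min at ambient with pinned compounds in 50 mM Tris-HCl pH 7.5, 50 mM NaCl, 1 mM DTT, 0.05% BSA. Fluorescein-labeled HOX-A9 DNA (50 nM solution) followed, 30 min, then polarization read.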
MBNL1-CUG inh – inhibitors of human MBNL1 binding to CUG repeat RNA; Q9NR56; TR-FRET MBNL1-His/biotin-(CUG)12 binding, 665/545 ratio; Potency, µM (top dose mostly 57.5 µM), for the others: top-dose activity change, negative = inhibition, hits mostly inhibitors; hit rate 0.036% among 280,000; active = well fitted inhibition curve with a large enough effect in the signal ratio, with a control signal flat, not every such curve was filed as active; inconclusive = small, poorly fitted or top-dose-only effect, or effect the other way, or a change in a side signal; inactive = no such curve, though single readings can be large or run the other way; the % refers to the signal ratio; also: potency is read from the fitted curve at half-maximal effect; % is scaled to controls: 0 for no effect and ±100 for the full control effect
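Ratiometric TR-FRET (665 over 545 nm, excitation 340 nm) tracks disruption of MBNL1-His/biotin-(CUG)12 complex after 60 min at room temperature, with compounds at 92 nM to 58 uM final.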
GALK inh – inhibitors of human galactokinase; hit rate 0.007% among 270,000; P51570; Potency, µM (doses to about 57.5 µM), without a hit: at the top dose activity change, negative = inhibition, actives largely listed as inhibitors; Purified GALK, Kinase-Glo residual ATP luminescence; AID 1868; also: potency is read from the fitted curve at half-maximal effect; % is scaled to controls: 0 for no effect and ±100 for the full control effect
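Quantitative HTS: GALK 5 nM, ATP 35 uM, galactose 100 uM, 1 h room temperature, then luciferase-based ATP detection.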
KCNH2 WT inh – blocks the wildtype human KCNH2 potassium channel; U2OS, BacMam KCNH2, thallium flux FluxOr; stronger effect = lower value; hit rate 0.37% among 340,000; activity change, % at 1.84 µM;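 active = maximum activity change below -70%; inconclusive = maximum activity change between -70% and -50%; inactive = maximum activity change above -50%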; also: % is scaled to controls: 0 for no effect and ±100 for the full control effect
Target sequence (Q12809 whole entry, looked up): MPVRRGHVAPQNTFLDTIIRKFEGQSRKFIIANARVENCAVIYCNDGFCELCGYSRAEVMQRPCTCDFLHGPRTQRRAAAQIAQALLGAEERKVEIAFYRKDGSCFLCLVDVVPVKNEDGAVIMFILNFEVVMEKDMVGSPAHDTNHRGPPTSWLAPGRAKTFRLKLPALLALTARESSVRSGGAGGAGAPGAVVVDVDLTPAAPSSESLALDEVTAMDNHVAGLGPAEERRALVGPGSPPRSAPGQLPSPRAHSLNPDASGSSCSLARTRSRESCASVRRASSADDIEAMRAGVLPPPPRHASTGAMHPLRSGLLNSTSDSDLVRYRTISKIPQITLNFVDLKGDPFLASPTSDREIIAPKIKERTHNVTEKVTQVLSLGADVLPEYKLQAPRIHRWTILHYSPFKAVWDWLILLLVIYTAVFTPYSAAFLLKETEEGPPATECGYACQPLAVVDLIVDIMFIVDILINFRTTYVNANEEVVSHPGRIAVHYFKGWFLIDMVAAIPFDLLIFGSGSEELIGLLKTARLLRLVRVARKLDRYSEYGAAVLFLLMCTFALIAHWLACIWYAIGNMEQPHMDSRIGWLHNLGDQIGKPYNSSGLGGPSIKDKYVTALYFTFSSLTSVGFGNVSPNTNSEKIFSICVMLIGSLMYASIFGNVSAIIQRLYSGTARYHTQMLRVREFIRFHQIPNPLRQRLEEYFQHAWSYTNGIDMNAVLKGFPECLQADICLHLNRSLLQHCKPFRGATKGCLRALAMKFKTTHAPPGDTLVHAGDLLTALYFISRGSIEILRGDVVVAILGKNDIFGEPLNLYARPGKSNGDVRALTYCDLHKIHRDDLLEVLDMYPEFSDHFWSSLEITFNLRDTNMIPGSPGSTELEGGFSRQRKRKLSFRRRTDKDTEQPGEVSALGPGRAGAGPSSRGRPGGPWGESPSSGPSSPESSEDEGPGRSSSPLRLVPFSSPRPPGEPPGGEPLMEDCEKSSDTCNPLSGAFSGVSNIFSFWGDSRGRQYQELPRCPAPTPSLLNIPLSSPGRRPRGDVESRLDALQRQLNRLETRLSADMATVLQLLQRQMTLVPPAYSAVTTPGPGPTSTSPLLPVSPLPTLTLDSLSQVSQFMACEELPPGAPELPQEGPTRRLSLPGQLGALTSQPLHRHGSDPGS
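U2OS cells were transduced with wild-type KCNH2 virus (2.03 x 10^8 / mL) for 4 h at room temperature, then cultured overnight at 37 C. Thallium flux was read with FluxOr dye. Rate constants were normalized to DMSO controls.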
Coupling enz – counter-screen for Giardia aldolase inhibitors: coupling enzyme system; coupling enzyme system counterscreen, AmpLite Red fluorescence; hit rate 0.67% among 290,000; activity change, negative = inhibition, % at 58.2 µM, hits read low; in the data active = activity change below about -30%; also: % is scaled to controls: 0 for no effect and ±100 for the full control effect
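Final compound at 57.5 uM, incubated 10 min at RT with coupling enzyme reagent (glyceraldehyde-3-phosphate), then 20 min with substrate and AmpLite Red detection. Fluorescence read at 525/598 nm; tests interference with the coupling assay, not aldolase inhibition.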
A-T KAP1 phos – potential ataxia-telangiectasia treatment | […] A-T fibroblasts, KAP-1 phosphorylation AlphaLISA; neocarzinostatin DNA damage 30 min before lysis | Potency, µM (highest dose often 57.5 µM), for inactives: at the highest dose activation, most hits filed as activators | hit rate 0.19% among 320,000; also: potency is read from the fitted curve at half-maximal effect; % of control where 0% means no effect; nearly all actives have a fitted effect of over 45% in size
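hTERT-immortalized A-T patient fibroblasts ([…]), 500 cells/well in OPTI-MEM, 1% FBS, got compounds for 60 min, then NCS for 30 min at 37C. Lysates were then assayed for phospho-KAP-1 by AlphaLISA (anti-pKAP1 donor, anti-KAP1 acceptor beads), 6 hr at 25C.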
The depositor's hits bear a star; ? = inconclusive; / = not tested or not shown; [ ] = remark or other dose. Unless noted, calls follow the shape of the dose curve; as a rule, active = well fitted curve in the direction sought with a large enough effect; inconclusive = small, poorly fitted or top-dose-only effect, or another doubt; inactive = no such curve, though single readings can be large; an effect the other way counts as inactive or inconclusive.

SMILES	KCNH2 3.1 inh	Integrin act MD	TRPV1 agonist	S-ASM inh	MLL CXXC-DNA inh	MBNL1-CUG inh	GALK inh	KCNH2 WT inh	Coupling enz	A-T KAP1 phos
CCOC(=O)N1CCC(N2C(=O)c3ccccc3C2Nc2cc(OC)c(OC)c(OC)c2)CC1 (stereo not drawn)	-1	-11%	1	10%	-1%	3%	-2%	3	-5	3%
COc1ccccc1Nc1nc(N)nc(CSC(=S)N2CCCCC2C)n1 (stereo not drawn)	5	-25%	6	-3%	17%	-5%	0%	8	0	-4%
CO/N=C(\C)c1ncc(C(F)(F)F)cc1N1CCOCC1	-10	3%	7	2%	-5%	-3%	-3%	-3	2	-1%
Cc1ccc(S(=O)(=O)NCC2CCC(C(=O)O)CC2)cc1 (stereo not drawn)	14	9%	-3	5%	-3%	-2%	0%	27	3	0%
CCS(=O)(=O)N1CCN(C(=O)c2cccs2)CC1	10	2%	-2	1%	0%	0%	7%	2	3	3%
Cc1cc(C)cc(C(=O)NC(CC(N)=O)c2ccc(N3CCN(c4ccccc4)CC3)c([N+](=O)[O-])c2)c1 (stereo not drawn)	4	10%	5	-5%	-2%	-3%	/	-10	3	-1%
Cc1cc(CCNC=O)c(C)c2c1sc1ccccc12	27	6%	/	-3%	/	/	/	-27	/	/
Fc1ccc(-c2n[nH]c(=S)n2CC2CCCO2)cc1 (stereo not drawn)	-4	26%	0	2%	-5%	2%	0%	6	2	-2%
Cc1ccc(-c2csc3ncnc(N4CCN(C)CC4)c23)cc1C	4	-1%	?	-6%	0%	-5%	-7%	0	-1	7%
COc1ccc(Cl)cc1S(=O)(=O)NCCCn1ccnc1	-4	0%	1	0%	-1%	1%	2%	-3	-1	5%
Cc1ccc(NS(=O)(=O)c2cc([N+](=O)[O-])ccc2N/N=C/c2sc(N3CCOCC3)nc2-c2ccccc2)c(C)c1	-4	5%	-4	-9%	5%	1%	0%	-8	0	-3%
O=C(Nc1cc2c3c(c1)CC(=O)N3CCC2)c1ccccc1Br	-1	5%	-1	2%	/	/	/	-23	/	2%
O=C(Nc1cccc(S(=O)(=O)N2CCCC2)c1)c1ccc2c(c1)OCO2	0	12%	-7	5%	-4%	-1%	/	-1	-1	5%
C/C(=N\NC(=O)C1(C)CC1(Br)Br)c1ccc(C)cc1C (stereo not drawn)	9	4%	12	-1%	-6%	-3%	4%	7	0	9%
Cn1c(SC2CCCCC2=O)nnc1-c1ccncc1 (stereo not drawn)	-7	1%	-5	4%	4%	-5%	-1%	-10	3	1%
CCn1c(O)c(C=Nc2ccccc2)sc1=O	-25	25%	10	96%[activator]	1%	8%	-1%	-6	2	0%
COc1ccc(N2CCCCn3c2nc2c3c(=O)n(C)c(=O)n2C)cc1	0	11%	-1	2%	2%	8%	0%	2	-3	-11%
Cc1c(O)c(S(=O)c2ccccc2)c(=O)n(-c2ccccc2)c1-c1ccccc1 (stereo not drawn)	9	20%	3	-1%	?	?	0%	3	-6	9%
CCn1c(=O)c(C(=O)CN(C)CC(=O)Nc2ccccc2Br)c(N)n(Cc2ccccc2)c1=O	4	-9%	-1	-3%	/	/	/	-16	/	3%
Cc1ccc2c(CSc3nnc(C4CC4)n3N)cc(=O)oc2c1C	30	-10%	1	1%	1%	16%	11%	1	1	-4%
Cc1ccc2c(c1)C(c1ccncc1)=NNC(c1cccnc1)=N2	-7	6%	-3	-3%	-6%	15%	6%	8	0	-2%
S=C(NCC1COc2ccccc2O1)Nc1ccccc1 (stereo not drawn)	-4	2%	?	2%	6%	-1%	-1%	16	2	1%
OC(COCc1ccccc1)CN1CCN(c2ccccc2F)CC1 (stereo not drawn)	-20	0%	5	-2%	13%	-6%	-1%	6	2	4%
COc1cc(CN2CCN(Cc3ccc(C)cc3)C(CCO)C2)ccc1O (stereo not drawn)	4	-7%	-1	-5%	0%	-5%	5%	9	0	11%
CC1(C(=O)N2CCN(c3ccc([N+](=O)[O-])cc3)CC2)CC1(Cl)Cl (stereo not drawn)	?	-25%	7	-20%	-1%	?	/	3	0	-9%
CCc1ccc(N(C(=O)c2ccco2)C(C(=O)NC2CCCC2)c2ccncc2)cc1 (stereo not drawn)	2	?	2	0%	5%	-6%	1%	7	3	-2%
O=C(Nc1ccc(Cl)c(Cl)c1)Nn1cnnc1	11	-7%	-2	-2%	2%	7.9µM*	-4%	-2	4	-17%
COc1ccc(C(=O)NCc2nnc(SCC(=O)Nc3nnc(C)s3)o2)cc1OC	6	-6%	5	-4%	-10%	-1%	7%	-4	-1	-2%
COc1cc2c(cc1OC)C(c1ccsc1)CC(=O)N2 (stereo not drawn)	-4	-19%	0	0%	-3%	-6%	0%	-5	4	-7%
COc1cc(NC(=O)c2ccccc2[N+](=O)[O-])ccc1NC(=O)c1cc2ccccc2o1	1	-31%	/	-10%	/	/	/	3	/	/
Cc1ccc(N2Cc3ccccc3C2=O)cc1	16	7%	?	-2%	-1%	-6%	6%	-6	0	3%
COc1cccc(NC(=O)C2CCCC2)c1	23	11%	1	3%	/	/	/	-1	/	13%
O=C(NC(=S)N1CCN(c2ccccc2)CC1)c1c(F)cccc1F	15	37%	0	0%	-10%	-7%	-3%	16	/	1%
CNc1ccccc1NC(=O)C1CCCN1C(=O)OCc1ccccc1 (stereo not drawn)	-5	2%	-4	1%	1%	-1%	3%	-2	/	-3%
O=C(c1cccc(S(=O)(=O)N2CCOCC2)c1)N(Cc1ccco1)Cc1cccs1	-23	-19%	25	-1%	/	/	/	8	/	-3%
COc1cc(/C=N/NC(=O)NC2CCCCC2)cc(OC)c1O	11	-14%	-2	53%[activator]	-1%	-7%	4%	-1	-2	-31%
CCc1nc(C)cn1S(=O)(=O)c1cc([N+](=O)[O-])ccc1Cl	8	-40%	1	5%	4%	?	-1%	2	-1	-2%
COc1ccc(N2CCN(C(=O)Cn3cnc4c(cnn4-c4ccc(C)cc4)c3=O)CC2)cc1	-5	-19%	-1	1%	8%	-4%	10%	10	1	4%
COCCn1c(C)cc(C(=O)CN2c3cccc4cccc(c34)S2(=O)=O)c1C	-2	22%	/	41%	/	/	/	-2	/	0%
CC1CCN(S(=O)(=O)N2CCC(C(=O)NCc3cccnc3)CC2)CC1	-13	2%	7	-2%	?	-11%	0%	-4	1	-4%
Cc1ccc(C(=O)N/C(=C/c2ccco2)C(=O)O)cc1	3	-18%	-2	1%	-1%	14%	0%	-3	0	2%
COc1ccc(N2CCN(CCCNC(=O)C3CCN(S(=O)(=O)N4CCOCC4)CC3)CC2)cc1	4	-4%	1	0%	1%	-7%	8%	-6	0	-4%
CCN(C[C@H]1N[C@@](CC)(C(=O)OC)[C@H]2C(=O)N(Cc3ccccc3)C(=O)[C@@H]12)S(=O)(=O)c1ccc(C)cc1	-5	-8%	/	2%	/	/	/	-6	/	-3%
CCOC(=O)c1c(C)[nH]c(C(=O)OCC(=O)Nc2sccc2C(N)=O)c1C	6	-24%	3	-1%	/	/	/	3	/	6%
CCCCc1nc(Cl)c(C#N)c2c1CCC2	13	17%	1	-7%	20%	-11%	4%	-1	1	54%
COC(=O)c1ccc(Oc2nc(Nc3ccc(C)c(C)c3)nc(N(C)C)n2)cc1	25	-21%	15	?	3%	-1%	-2%	?	-5	8%
Cc1ncc([N+](=O)[O-])n1CCOC(=O)Nc1ccc(Cl)c(Cl)c1	-10	-18%	3	?	6%	13%	0%	1	-6	8%
COc1ccc(/C=N/NC(=O)c2ccc(Cl)cc2)cc1COC(C)=O	9	1%	2	-5%	11%	5%	-1%	10	-3	3%
C[C@@H]1CN(S(=O)C(C)(C)C)[C@@H](CCO)/C1=C\CCO (stereo partly drawn)	-6	13%	/	0%	/	/	/	0	/	/
Cc1cc(C(=O)CSc2n[nH]c(N)n2)c(C)n1-c1cccc(F)c1	-9	-6%	2	0%	1%	-1%	-3%	8	4	2%
CC1CCN(C(=O)COC(=O)c2ccc3c(c2)C(=O)N(Cc2ccco2)C3=O)CC1	2	?	5	-2%	/	/	/	2	/	-9%
COc1ccc(-c2nnc(SCC(=O)N/N=C/c3ccccc3C(=O)O)n2-c2ccccc2)cc1	8	4%	-1	-1%	0%	-4%	0%	-6	14	-5%
